# Gal4-VP16 FLuc = Gal4-VP16 reporter inhibition counter-screen; AID 2546; Potency, µM (titrated, usually from 53.6 µM), without a hit: top-dose activity, negative = inhibition, hits mostly inhibitors; Drosophila S2 Gal4-VP16 UAS-luciferase, luminescence, 20 h; actives 3.5% (n = 310,000);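 also: Gal4-VP16 expression switched on by copper sulfate through the metallothionein promoter; % is scaled to controls: 0 for no effect and ±100 for the full control effect; nearly all actives have a fitted effect of over 50% in size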
# RORgamma inh = ROR gamma (mouse) transcription inhibition; Potency, µM (top dose mostly 53.6 µM), for the others: at the top dose activity change, negative = inhibition, most hits filed as inhibitors; Drosophila S2 Gal4-RORgamma UAS-luciferase reporter, 20 h; AID 2551; actives 5.4% (n = 310,000); P51450; also: % is scaled to controls: 0 for no effect and ±100 for the full control effect; nearly all actives have a fitted effect of over 60% in size
# Target sequence (P51450 whole entry, looked up, the tested form may be a part): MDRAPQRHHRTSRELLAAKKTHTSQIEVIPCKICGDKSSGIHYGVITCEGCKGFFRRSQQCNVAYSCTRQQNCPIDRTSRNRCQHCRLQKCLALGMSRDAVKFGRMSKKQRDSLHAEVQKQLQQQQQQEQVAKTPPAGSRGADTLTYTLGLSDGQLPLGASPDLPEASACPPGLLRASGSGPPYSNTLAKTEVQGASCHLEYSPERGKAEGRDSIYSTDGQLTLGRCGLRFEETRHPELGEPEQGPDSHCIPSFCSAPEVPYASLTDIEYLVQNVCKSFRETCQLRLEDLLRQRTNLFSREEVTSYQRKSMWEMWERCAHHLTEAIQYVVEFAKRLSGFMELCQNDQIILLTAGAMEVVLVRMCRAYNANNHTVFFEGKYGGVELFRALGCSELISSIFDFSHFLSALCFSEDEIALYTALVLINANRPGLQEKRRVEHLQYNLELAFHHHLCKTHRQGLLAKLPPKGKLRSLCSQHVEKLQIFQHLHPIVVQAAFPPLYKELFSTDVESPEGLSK
#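 Luciferase reporter read in Schneider cells carrying Gal4-RORγ (mouse) and UAS-Photinus luciferase; cells given compound 1 h before 700 uM copper sulfate induction, then incubated 20 h at ambient temperature.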
# FLuc counter = inhibits or activates purified firefly luciferase, miR-21 counter-screen. purified FLuc, Km substrates, luminescence inhibition. Potency, µM (doses to about 57.5 µM), inactives show at the highest dose activity change, negative = inhibition, most hits filed as inhibitors. actives 6.9% (n = 360,000). AID 588342;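 also: plate controls were vehicle for no effect and reference inhibitor for full effect; nearly all actives have a fitted effect of over 55% in size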
#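 Biochemical qHTS of compounds, final roughly 60 µM downward over six points, against 10 nM purified firefly luciferase using Km concentrations of substrates (10 uM D-luciferin, 10 uM ATP) in Tris acetate pH 7.5 buffer; luminescence output.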
# Rab9 prom act = Rab9 promoter activation. Huh7 Rab9 promoter-luciferase reporter, luminescence, 24 h. Potency, µM (doses to about 9.22 µM), for the others: at the top dose activation, negative = inhibition, actives largely listed as activators. actives 2.8% (n = 320,000); also: % of control where 0% means no effect; nearly all actives have a fitted effect of over 60% in size
#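 Quantitative HTS format; Huh7 Rab9-luciferase reporter cells (1500/well) receive compound 2 h post-plating, incubate 24 h at 37 °C, then get luciferase reagent for 10 min before luminescence reading.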
# MBNL1 CUG block = MBNL1-poly(CUG) RNA binding inhibition | Q9NR56 | actives 0.036% (n = 280,000) | AID 2675 | Potency, µM (doses to about 57.5 µM), for the others: at the highest dose activity change, negative = inhibition, actives largely listed as inhibitors | TR-FRET MBNL1-His/biotin-(CUG)12 binding, 665/545 ratio; active = well fitted inhibition curve with a large enough effect in the signal ratio, with a control signal flat, not every such curve was filed as active; inconclusive = small, poorly fitted or top-dose-only effect, or effect the other way, or a change in a side signal; inactive = no such curve, though single readings can be large or run the other way; the % refers to the signal ratio; also: % is scaled to controls: 0 for no effect and ±100 for the full control effect
# Target sequence (Q9NR56 whole entry, looked up): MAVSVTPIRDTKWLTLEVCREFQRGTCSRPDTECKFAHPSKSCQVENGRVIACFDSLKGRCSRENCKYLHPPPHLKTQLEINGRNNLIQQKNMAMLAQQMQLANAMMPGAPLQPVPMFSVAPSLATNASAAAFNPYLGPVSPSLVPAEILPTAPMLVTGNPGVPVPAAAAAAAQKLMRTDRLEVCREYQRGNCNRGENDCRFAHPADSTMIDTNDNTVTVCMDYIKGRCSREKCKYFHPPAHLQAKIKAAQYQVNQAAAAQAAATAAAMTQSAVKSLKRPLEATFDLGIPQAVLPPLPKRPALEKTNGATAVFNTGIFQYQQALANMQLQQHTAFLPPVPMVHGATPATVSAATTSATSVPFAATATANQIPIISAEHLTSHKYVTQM
#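 Ratiometric TR-FRET (665 over 545 nm, excitation 340 nm) tracks disruption of MBNL1-His/biotin-(CUG)12 complex after 60 min at room temperature, with compounds at 92 nM to 58 uM final.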
# CXXC DNA block = MLL CXXC-DNA interaction inhibition; Potency, µM (titrated, usually from 115 µM), for the others: at the top dose activity change, negative = inhibition, most hits filed as inhibitors; Q03164; actives 0.037% (n = 290,000); AID 2662; MLL-CXXC / FITC-HOXA9 DNA fluorescence polarization; active = well fitted inhibition curve with a large enough effect in the polarisation, with a control signal flat, not every such curve was filed as active; inconclusive = small, poorly fitted or top-dose-only effect, or effect the other way, or a change in a side signal; inactive = no such curve, though single readings can be large or run the other way; the % refers to the polarisation
#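 Fluorescence polarization: 7 uM MLL-CXXC (stock) preincubated 5 min with compounds, then 50 nM fluorescein-HOX-A9 DNA (stock) added; 30 min ambient. Buffer 50 mM Tris-HCl pH 7.5, 50 mM NaCl, 1 mM DTT, 0.05% BSA.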
# BRCA1 expr act = BRCA1 expression activation; Potency, µM (top dose mostly 46.1 µM), for inactives: top-dose activation, usual class: activators; MCF7-BRCA1-FFLuc reporter, luminescence, 48 h; response scale: scaled: vehicle 0%, 10 µM genistein 100%; actives 1.1% (n = 380,000); also: nearly all actives have a fitted effect of over 80% in size; some results filed as inactive show a strong effect at the top dose
#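 Compounds are tested at multiple concentrations on MCF7 BRCA1-luciferase reporter cells seeded at 2000 per well; after 48 h, a single luminescence end-point is taken and curves fitted to the normalized data.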
# uPA surface inh = inhibitors of cell surface uPA generation. AID 540303. cell surface uPA generation assay, qHTS. actives 0.31% (n = 330,000). Potency, µM (series often up to 38.3 µM), inactives show at the highest dose activity change, negative = inhibition, actives largely listed as inhibitors; active = well fitted inhibition curve with a large enough effect; inconclusive = small, poorly fitted or top-dose-only effect; inactive = no such curve, though single readings can be large or run the other way; tested in mouse RAW 264.7 cells; also: % is scaled to controls: 0 for no effect and ±100 for the full control effect; nearly all actives have a fitted effect of over 55% in size
# p53 reactivation = restores transcriptional activity of mutant p53. H1299 p53-A138V BP100-luciferase reporter, luminescence, 24 h. actives 0.063% (n = 320,000). Potency, µM (highest dose often 92.2 µM), without a hit: top-dose activity change, positive = activation, usual class: activators; also: % of control where 0% means no effect; nearly all actives have a fitted effect of over 45% in size
#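 p53-null H1299 cells stably carrying temperature-sensitive p53-A138V and a BP100-luciferase reporter were pinned with compounds (4-point, 1:5 series) and held 24 hrs at 37 deg C. Luminescence was read 10 min after detection reagent.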
# NPC1 promoter act = NPC1 promoter activation; Potency, µM (highest dose often 9.22 µM), for inactives: at the top dose activation, most hits filed as activators; AID 485313; actives 2.4% (n = 320,000); Huh7 NPC1 promoter luciferase reporter, 24 h;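 also: % of control where 0% means no effect; nearly all actives have a fitted effect of over 60% in size; reporter is driven by a mutant NPC1 promoter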
#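 NPC1 promoter–luciferase Huh7 cells; 24 h compound; luminescence.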
# ELG1 genotox = induces genotoxicity in HEK293T cells with luciferase-tagged ELG1; HEK293T ELG1-luciferase reporter, luminescence, 16 h; Potency, µM (series often up to 46 µM), for the others: top-dose activity change, positive = activation, usual class: activators; actives 1.3% (n = 330,000); AID 504466; also: % of control where 0% means no effect; nearly all actives have a fitted effect of over 60% in size
#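 Quantitative HTS format in 1536-well plates. HEK293T ELG1-luciferase reporter cells receive test compound and are incubated 16 hr at 37 °C, 5% CO2; ONE-Glo added, 30 min room temperature, then luminescence read.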
# * = called active by the depositor; u = inconclusive; x = not tested or not shown; [ ] = dose if it differs, or a comment. Unless noted, calls follow the shape of the dose curve; as a rule, active = well fitted curve in the direction sought with a large enough effect; inconclusive = small, poorly fitted or top-dose-only effect, or another doubt; inactive = no such curve, though single readings can be large; an effect the other way counts as inactive or inconclusive. Potency is read from the fitted curve at half-maximal effect.
# Results follow in this order: Gal4-VP16 FLuc	RORgamma inh	FLuc counter	Rab9 prom act	MBNL1 CUG block	CXXC DNA block	BRCA1 expr act	uPA surface inh	p53 reactivation	NPC1 promoter act	ELG1 genotox
1. Cc1nc(N)sc1N=Nc1ccc(F)cc1
  -1%	u	12µM*	u	17%	9%	u	-3%	18%	u	12µM*
2. O=C(N(c1ccccc1)c1ccccc1)n1ccnc1
  -6%	-21%	5%	-1%	-8%	-2%	-17%	x	-4%	-7%	-2%
3. O=C(CN1CCN(S(=O)(=O)c2ccc(Br)cc2)CC1)c1ccc(O)c(O)c1
  15%	-24%	1%	-5%	-1%	-8%	-18%	-3%	8%	-18%	-3%
4. COCCNC(=O)C(OC(=O)CC1Sc2ccccc2NC1=O)c1ccncc1 (stereo not drawn)
  -6%	1%	-1%	-1%	2%	7%	20%	-11%	0%	0%	-2%
5. CN=C1SC(CC(=O)Nc2sc3c(c2C#N)CCCC3)C(=O)N1C (stereo not drawn)
  -4%	11%	-7%	3%	-8%	-2%	0%	1%	2%	1%	-2%
6. O=C(CCc1c[nH]c2ccccc12)OCC(=O)N1CCN(S(=O)(=O)c2ccccc2)CC1
  x	x	-1%	1%	x	x	6%	0%	-3%	1%	0%
7. Cc1cccc(OCCCCc2c(C)n[nH]c2C)c1
  u	u	-10%	-7%	-1%	15%	-59%	x	2%	-1%	-2%
8. CC1CC(=S)Nc2ccccc2N1Cc1ccccc1 (stereo not drawn)
  3.2µM*	1.4µM*	3%	0%	x	15%	-12%	1%	-5%	-6%	-4%
9. CC1CCCC(C)N1/N=C/c1ccccc1OC(F)F (stereo not drawn)
  6%	16%	-3%	0%	x	6%	-27%	1%	7%	-8%	0%
10. CC(C(=O)N1CCc2ccccc2C1)N1C(=O)c2ccccc2C1=O (stereo not drawn)
  -9%	6%	1%	0%	10%	6%	-2%	8%	2%	-2%	0%
11. Cc1c(OCC(=O)NCc2ccccn2)ccc2c3c(c(=O)oc12)CCCC3
  -6%	3%	-4%	0%	-3%	3%	-17%	-15%	-4%	10%	0%
12. O=C(O)Cn1c(=O)n(Cc2ccccc2)c2ccccc21
  0%	-29%	-1%	9%	-4%	-13%	0%	-9%	x	4%	4%
13. O=C(O)C1=NN(c2ccccc2)C(=O)CC1
  -2%	-2%	0%	-1%	-9%	0%	7%	6%	3%	-3%	-5%
14. CCCCOc1ccc(Cl)cc1CSc1nnc(CC)n1N
  10%	-4%	0%	-7%	11%	2%	12%	x	-10%	-4%	3%
15. O=C(NC(=O)c1ccncc1)NC(c1ccccc1)c1ccccc1
  -2%	13%	2%	0%	15%	-6%	-4%	-6%	4%	-4%	1%

# Entries by screen from the entries so far:
# Compounds 5–14 in MBNL1 CUG block, in turn: -8%, x, -1%, x, x, 10%, -3%, -4%, -9%, 11%
# Compounds 5–14 in Gal4-VP16 FLuc, in turn: -4%, x, u, 3.2µM*, 6%, -9%, -6%, 0%, -2%, 10%

# More compounds follow.
# Results follow in this order: Gal4-VP16 FLuc	RORgamma inh	FLuc counter	Rab9 prom act	MBNL1 CUG block	CXXC DNA block	BRCA1 expr act	uPA surface inh	p53 reactivation	NPC1 promoter act	ELG1 genotox
16. O=c1c2[nH]c3ccccc3c2ncn1Cc1ccccn1
  2%	-1%	1%	2%	-4%	6%	-4%	-1%	-7%	1%	3%
17. CCCN(Cc1ccc(C)cc1)C(=O)c1ccc(CNS(=O)(=O)c2ccc(C(C)=O)cc2)cc1
  x	x	21µM*	u	x	x	92%	6%	u	u	1%
18. CCN(CC)C(=O)C(=O)N/N=C/c1ccc(C(=O)OC)cc1
  13%	32%	-12%	-2%	12%	-1%	4%	2%	4%	-3%	4%
19. Cc1ccc(-c2nnc(Nc3cccc(O)c3)c3ccccc23)cc1S(=O)(=O)NCCO
  -14%	20%	u	2%	u	-11%	-9%	8%	-11%	0%	-2%
20. CC1(C(=O)N2CCOCC2)CCCCC1
  3%	-17%	0%	-3%	-2%	19%	-1%	12%	x	3%	-2%
21. O=C(NCCc1ccccc1)C1CCN(S(=O)(=O)c2cccc3nonc23)CC1
  3%	1%	0%	-1%	u	4%	5%	0%	1%	1%	1%
22. Cc1cccc(Oc2sc(C(=O)c3ccccc3)c(N)c2C#N)c1
  6%	8%	1%	-2%	30%[activator]	-1%	-60%	-15%	-6%	0%	-12%
23. Cc1ccc(NC(=O)NN2CCOCC2)cc1
  -15%	0%	u	12%	-3%	-12%	44%	2%	5%	10%	10%
24. CC1=CC2CC1C1C(=O)N(c3ccc(S(=O)(=O)Nc4nc(C)cc(C)n4)cc3)C(=O)C21 (stereo not drawn)
  -4%	2%[10 µM]	-1%	1%	x	5%	2%	-4%	2%	-1%	0%
25. C/C(Nc1ccccc1C(F)(F)F)=C1/CCOC1=O
  4%	2%	-4%	4%	-6%	3%	-2%	1%	2%	-3%	2%
26. COC(=O)c1sccc1NC(=O)c1c(Cl)cccc1Cl
  -8%	-4%	2%	-3%	15%	-3%	-12%	-22%	-4%	-3%	2%
27. COc1nc(N)nc(N2CCOCC2)n1
  -2%	-13%	4%	-5%	0%	5%	0%	-3%	-5%	-2%	3%
28. Cc1ccc(C(CC(=O)NCc2ccco2)c2ccc(OC(C)C)cc2)cc1 (stereo not drawn)
  -12%	-37%	-12%	0%	7%	8%	-51%	x	x	-1%	x
29. Fc1ccccc1COc1ccc(/C=N/n2cnnc2)cc1
  -8%	6%	-19%	-2%	5%	-6%	10µM*	-5%	-6%	14%	3%
30. COc1ccc(S(=O)(=O)Nc2ccc(F)c(Cl)c2)cc1OC
  7.1µM*	-16%	11%	1%	-5%	1%	-18%	-6%	2%	2%	-2%
31. CC(C)C(C)NC(=O)COc1nc2ccccc2nc1N(C)C1CCCCC1 (stereo not drawn)
  17%	27%	1%	0%	0%	4%	1%	-3%	0%	-4%	-5%
32. CCCN=C(Nc1ccc(Cl)cc1)c1cccnc1
  -2%	-9%	-1%	-8%	10%	-10%	-29%	x	1%	0%	1%
33. COC(=O)c1cnn2c(C)c(Cc3cccc(F)c3)c(C)nc12
  0%	7%	1%	-1%	3%	-4%	0%	1%	9%	-4%	3%
34. Cc1ccc2nc(NC(=O)CS(=O)(=O)Cc3ccccc3)sc2c1
  0%	-1%	1%	4%	8%	34%[activator]	0%	-2%	5%	2%	11%
35. COc1ccccc1N(Cc1cc2cccc(C)c2[nH]c1=O)C(=O)C(C)C
  2%	-12%	2%	-2%	4%	-2%	-41%	11%	-3%	1%	-7%
36. Fc1ccc(-c2noc(C3CCN(Cc4cccnc4)CC3)n2)cc1
  u	4%	-15%	-1%	-3%	2%	0%	2%	4%	-2%	u
37. C#CCNC(=O)c1ccc(OCc2ccccc2)cc1Cl
  -21%	24%	u	27%	-2%	0%	62%	-1%	-3%	5%	-15%
38. COc1ccccc1NC(=O)NCc1ccc(C)n1C
  -20%	-2%	u	-3%	15%	-3%	-24%	1%	-4%	-3%	2%
39. CC1(/[N+]([O-])=C/c2ccc(F)cc2)CCCCC1=O (stereo not drawn)
  3%	5%	0%	-2%	0%	-7%	11%	-10%	3%	-1%	-1%
40. Cc1ccc(-c2cc(C(=O)NC3CCCCC3)no2)cc1
  -7%	15%	u	3.5µM*	-7%	11%	u	0%	21%	2.5µM*	17%
41. CCC(C)NC(=O)C1CC(c2ccc(OC)cc2)=NO1 (stereo not drawn)
  0%	3%	-4%	30%	2%	2%	49%	x	u	13%	2%
42. N=c1n(CCCOc2ccc(F)cc2)c2ccccc2n1CC(N)=O
  -3%	15%	-2%	0%	0%	-2%	-4%	5%	-5%	0%	-3%
43. CC1CCC(NC(=O)C2(C)CCC(=O)N2Cc2cccnc2)CC1 (stereo not drawn)
  9%	2%	-2%	-4%	-1%	-4%	3%	-6%	6%	0%	-13%
44. CCOc1ccc(OCC)c(NC(=O)CC2Oc3ccccc3NC2=O)c1 (stereo not drawn)
  0%	-28%	1%	3%	-3%	3%	-57%	6%	0%	-4%	-6%
45. COCCNC(=O)c1ccccc1NS(=O)(=O)c1ccc(C)c([N+](=O)[O-])c1
  14%	24%	0%	-1%	-11%	8%	102%	3%	4%	2%	0%
46. CCCNCc1cc(Cl)c(OCC)c(Cl)c1
  2%	41%	0%	-3%	u	-9%	-29%	x	-12%	0%	-3%
47. CCC(=O)N1CCN(c2ccccc2NC(=O)c2cccc(C)c2)CC1
  7%	-39%	3%	-2%	-8%	0%	0%	2%	-9%	-3%	1%
48. Cc1cc(C(=O)CSc2nnc(-c3cccnc3)n2-c2ccccc2)c(C)n1CC1CCCO1 (stereo not drawn)
  8%	35%	19µM*	u	-5%	8%	41%	-8%	3%	21%	12%

# Assay outcomes: PubChem, National Center for Advancing Translational Sciences (NCATS)

# These rows are one share of the data (hit frequency here may not be typical).
